NR1D1 modulator: modulators of Rev-erb alpha DNA binding, primary screen, biochemical, FITC-DNA, fluorescence polarization, uHTS | Nuclear receptor subfamily 1 group D member 1 (Homo sapiens), P20393 | Rev-erbα–FITC-DNA binding, 90 min | activity, % at 10 µM | 0.79% of 370,000 active | AID 1259318, 2017;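 active means activity above about 14%, limit read from the data; passing the limit was not always enough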;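 further: 0% = DMSO wells with 35 nM protein and 100% = DMSO wells with 750 nM protein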
LEDGF integ inh: blockers of LEDGF/p75-dependent integrase strand transfer – biochemical, TR-FRET, high throughput, primary screen | 0.64% of 370,000 active | TR-FRET IN-LEDGF/p75 DNA integration, Eu/Cy5 | HIV-1 integrase (with human LEDGF/p75) | inhibition, % at 3.7 µM;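 active means inhibition above the screen-wide mean plus 3 SD, cut at about 13% in these data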;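 further: signal is the Cy5 over europium emission ratio at 671 and 618 nm; 0% = plate median of compound wells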
SIAE primary: human SIAE inhibitors, primary screen, biochemical, fluorescence polarization, FP-Rh probe, 1536-well HTS. 0.69% of 370,000 active. inhibition, % at 9.66 µM. SIAE FP-Rh probe binding. Sialate O-acetylesterase (Homo sapiens), Q9HAT2;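 active means inhibition above a cutoff: mean of compounds within the control limits plus 3 SD of those, cut at about 17% in these data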;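 further: 0% = plate median of compound wells and 100% = probe without SIAE protein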
Target sequence (Q9HAT2 whole entry, looked up): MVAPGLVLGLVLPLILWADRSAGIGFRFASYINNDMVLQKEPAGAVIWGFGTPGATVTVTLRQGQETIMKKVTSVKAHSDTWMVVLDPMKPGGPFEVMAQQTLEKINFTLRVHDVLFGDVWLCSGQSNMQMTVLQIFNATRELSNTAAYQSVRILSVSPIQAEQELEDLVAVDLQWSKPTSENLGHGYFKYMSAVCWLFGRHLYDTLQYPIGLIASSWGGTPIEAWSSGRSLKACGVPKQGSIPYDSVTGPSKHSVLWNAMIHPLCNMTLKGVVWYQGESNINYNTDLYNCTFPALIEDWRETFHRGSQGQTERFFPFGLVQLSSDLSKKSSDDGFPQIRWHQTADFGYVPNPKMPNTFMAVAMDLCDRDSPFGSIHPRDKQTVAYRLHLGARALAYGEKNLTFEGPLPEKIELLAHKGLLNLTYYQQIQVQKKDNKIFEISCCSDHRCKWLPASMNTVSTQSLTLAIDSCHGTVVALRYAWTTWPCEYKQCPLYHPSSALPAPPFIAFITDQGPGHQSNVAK
rCAG RNA binder: binders of r(CAG) RNA repeats, primary screen, biochemical, fluorescence | r(CAG) RNA repeat, TO-PRO-1 dye displacement fluorescence | inhibition, % at 3 µM | 1.3% of 370,000 active | AID 651821, 2012;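 active means inhibition above the plate cutoff, the mean of all test compounds on that plate plus 3 SD, cut at about 35% in these data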;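 further: 0% = DMSO alone and 100% = 100 µM mitoxantrone as full dye displacement; higher means more dye released from RNA so lower well fluorescence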
TCR CD3 inh: inhibitors of human TCR-CD3 interaction, primary screen, biochemical, fluorescence, TAMRA-labeled TCR probe; inhibition, % at 9.4 µM; T-cell receptor (TCR); 0.37% of 360,000 active; in the data active means inhibition above about 19%;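 further: recombinant mutant TCR 2C K166C tagged with TAMRA read by polarization; 0% = receptor in buffer alone and 100% = receptor with positive control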
PG9 Ab binder: binders of HIV-1 gp120 antibody PG9, primary screen, biochemical, TR-FRET. HIV-1 gp120 / PG9 antibody interaction. TR-FRET gp120-PG9 antibody binding. inhibition, % at 6.7 µM. 0.43% of 360,000 active; in the data active means inhibition above about 8.5%
TDP2 inh: human TDP2 enzyme inhibitors, primary screen, biochemical, epi absorbance, recombinant enzyme. Tyrosyl-DNA phosphodiesterase 2 (Homo sapiens), O95551. T5PNP hydrolysis, p-nitrophenol absorbance 415 nm. inhibition, % at 12.8 µM. 0.34% of 370,000 active;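 active means inhibition above the mean of all tested compounds plus 3 SD, set per campaign, cut at about 25% in these data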;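 further: 0% = DMSO with enzyme and 100% = buffer with substrate but no TDP2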
Target sequence (O95551 whole entry, looked up): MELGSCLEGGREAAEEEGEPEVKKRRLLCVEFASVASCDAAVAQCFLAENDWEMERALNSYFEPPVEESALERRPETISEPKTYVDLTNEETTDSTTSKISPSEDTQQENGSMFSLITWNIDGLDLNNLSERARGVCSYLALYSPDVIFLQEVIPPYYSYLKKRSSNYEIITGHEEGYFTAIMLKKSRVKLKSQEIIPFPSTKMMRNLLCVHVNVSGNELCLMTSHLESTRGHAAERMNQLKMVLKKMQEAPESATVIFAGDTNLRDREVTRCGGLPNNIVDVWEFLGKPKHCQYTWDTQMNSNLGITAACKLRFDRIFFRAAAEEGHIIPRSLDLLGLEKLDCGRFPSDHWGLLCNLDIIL
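Test system: human TDP2 enzyme; Input: 120 nM TDP2 per well; Buffer or medium: Mg2+-containing Tris-HCl buffer, pH 7.5; Reagent: 5 mM T5PNP; Dosing: 12.8 µM single point, 1% DMSO; Incubation: reaction 2 h, 37 °C; Detection: p-Nitrophenol epi absorbance; Read-out: % inhibition relative to enzyme-containing and enzyme-free wells; Replicates: single well per compound.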
ABHD4 inh: ABHD4 inhibitors, primary screen, biochemical, fluorescence polarization, mouse. AID 720543, 2013. (Lyso)-N-acylphosphatidylethanolamine lipase (Mus musculus), Q8VD66. inhibition, % at 8.92 µM. 0.54% of 370,000 active. purified mABHD4, FP-Rh probe fluorescence polarization;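 active means inhibition exceeding the mean over every tested compound plus 3 SD, cut at about 30% in these data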;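 further: 0% = plate median of compound wells and 100% = S159A mutant with DMSO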
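assay system = mABHD4 protein | compound dosing = single nominal dose of 8.92 µM, 0.89% DMSO final | read-out basis = percent inhibition of probe binding, normalized to plate controls | schedule = Enzyme–compound pre-incubation 45 min, then probe 60 min, both 25 °C | detection = fluorescence polarization, excitation 525 nm, emission 598 nm, BODIPY TMR filters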
HTRA1 inh: HTRA1 serine protease inhibitors, primary screen, biochemical, fluorescence polarization, HTS; Q92743; recombinant HTRA1, FP-rhodamine activity-based probe; 0.5% of 340,000 active; inhibition, % at 5.96 µM; in the data active means inhibition above about 36%;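 further: 0% = enzyme with DMSO and 100% = wells lacking enzyme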
PRMT1 inh: PRMT1 methyltransferase inhibitors, primary screen, biochemical, fluorescence polarization. recombinant PRMT1, activity-based probe fluorescence polarization. 1.3% of 370,000 active. inhibition, % at 2.79 µM. Protein arginine N-methyltransferase 1 (Homo sapiens), Q99873. AID 652257, 2013;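 active means inhibition above about 21% made by adding two undisclosed values, limit read from the data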
An asterisk follows results filed as active; · = not tested or not shown. These rows are one share of the data. The share of hits here may be higher or lower than overall.

SMILES	NR1D1 modulator	LEDGF integ inh	SIAE primary	rCAG RNA binder	TCR CD3 inh	PG9 Ab binder	TDP2 inh	ABHD4 inh	HTRA1 inh	PRMT1 inh
COc1ccc(-n2nc3c(c2NC(=O)C(C)Cl)CSC3)cc1 (configuration not stated)	11	6	0	12	-7	2.8	-16	-14	-16	4
O=S1(=O)C=C[C@@H](CO)N1Cc1ccc(Br)cc1	-9	7	-4	2	0	-1.3	-11	-2	·	-9
COc1cc(C)ccc1S(=O)(=O)NC(=O)C1(C)CCN1C(=O)C1(c2ccc(Cl)cc2)CCC1 (configuration not stated)	-4	2	1	42*	5	-1.0	5	12	·	3
CC(C)N1CC23C=CC(O2)C(C(=O)OCc2ccccc2)C3C1=O (configuration not stated)	0	3	-6	3	-3	-1.1	-6	-1	-2	-5
COc1cccc(C2C3=C(CC(C)(C)CC3=O)OC(N)=C2[N+](=O)[O-])c1 (configuration not stated)	-7	-2	-3	3	8	1.4	1	4	-1	2
c1ccc(Cc2nnc(N3CCOCC3)c3ccccc23)cc1	-1	0	4	-4	-1	-0.3	14	4	-3	-6
O=C(N/N=C/c1cn(Cc2ccccc2)c2ccccc12)c1cc(O)cc(O)c1	-5	7	20*	26	12	0.4	1	7	7	5
CCOC(=O)c1c(C)oc2c1c1c(c3ccccc32)OCN(CCCC(=O)O)C1	15	0	16	16	8	-5.0	4	25	-2	5
O=C(NCc1ccc(CNC(=O)c2ccco2)cc1)c1ccco1	-1	-4	0	-2	-8	-0.4	6	3	-5	1
COc1ccc(Br)cc1/C(C)=N/NC1=NCCN1	0	-1	6	4	-3	-1.8	-9	5	0	-2
CCc1nc(NCCN2CCOCC2)c2oc3ccccc3c2n1	5	-2	5	1	-6	1.6	0	-5	-2	4
O=c1c(Cl)c(NC2CC2)cnn1-c1ccccc1	-1	1	1	-3	0	0.5	0	6	2	6
C=CCN=C1S/C(=C\N(C)C)C(=O)N1S(=O)(=O)c1ccc(C)cc1	-6	-1	-4	3	1	1.3	-1	5	-1	0
O=C(CCC(=O)NC12CC3CC(CC(C3)C1)C2)NC1CCCCC1	-1	-4	-2	-5	-1	-1.6	4	-5	0	3
CCC(=O)Nc1nc(NCc2ccccc2OC)n(-c2ccccc2)n1	6	4	3	-2	-8	-0.6	-22	-4	-3	-4
Cc1cc(C(=O)CSc2nc3ccccc3o2)c(C)n1C1CC1	-2	0	0	3	5	0.2	-4	1	-27	10
CC(=O)c1cccc(OCC(=O)N2CCN(c3ccc(C(F)(F)F)cn3)CC2)c1	-2	-3	-1	-1	8	-0.1	-6	4	2	0
O=C(CSc1ccc2nnc(-c3cccc(F)c3)n2n1)N1CCCc2ccccc21	1	-1	12	1	1	9.1*	0	3	0	1
COc1ccccc1Cc1c(C(C)(C)C)nc2cc(C)c(Br)c(C)n12	-2	1	1	7	5	-1.6	5	9	·	2
CCN(CC)CCNc1ccc(Cl)cc1[N+](=O)[O-]	9	0	-2	3	3	-1.2	-8	-3	-4	0

Ten entries already listed, ordered by count of non-hydrogen atoms, low to high:
SMILES	NR1D1 modulator	LEDGF integ inh	SIAE primary	rCAG RNA binder	TCR CD3 inh	PG9 Ab binder	TDP2 inh	ABHD4 inh	HTRA1 inh	PRMT1 inh
O=S1(=O)C=C[C@@H](CO)N1Cc1ccc(Br)cc1	-9	7	-4	2	0	-1.3	-11	-2	·	-9
O=c1c(Cl)c(NC2CC2)cnn1-c1ccccc1	-1	1	1	-3	0	0.5	0	6	2	6
COc1ccc(-n2nc3c(c2NC(=O)C(C)Cl)CSC3)cc1 (configuration not stated)	11	6	0	12	-7	2.8	-16	-14	-16	4
c1ccc(Cc2nnc(N3CCOCC3)c3ccccc23)cc1	-1	0	4	-4	-1	-0.3	14	4	-3	-6
C=CCN=C1S/C(=C\N(C)C)C(=O)N1S(=O)(=O)c1ccc(C)cc1	-6	-1	-4	3	1	1.3	-1	5	-1	0
COc1ccccc1Cc1c(C(C)(C)C)nc2cc(C)c(Br)c(C)n12	-2	1	1	7	5	-1.6	5	9	·	2
CCC(=O)Nc1nc(NCc2ccccc2OC)n(-c2ccccc2)n1	6	4	3	-2	-8	-0.6	-22	-4	-3	-4
CCOC(=O)c1c(C)oc2c1c1c(c3ccccc32)OCN(CCCC(=O)O)C1	15	0	16	16	8	-5.0	4	25	-2	5
O=C(CSc1ccc2nnc(-c3cccc(F)c3)n2n1)N1CCCc2ccccc21	1	-1	12	1	1	9.1*	0	3	0	1
COc1cc(C)ccc1S(=O)(=O)NC(=O)C1(C)CCN1C(=O)C1(c2ccc(Cl)cc2)CCC1 (configuration not stated)	-4	2	1	42*	5	-1.0	5	12	·	3

The listing continues:
SMILES	NR1D1 modulator	LEDGF integ inh	SIAE primary	rCAG RNA binder	TCR CD3 inh	PG9 Ab binder	TDP2 inh	ABHD4 inh	HTRA1 inh	PRMT1 inh
CCOc1ccccc1NC(=O)CN1CCc2ccccc2C1	6	1	1	-4	6	-1.1	-18	3	-14	1
COc1ccc(N=C2SC(C(=O)Nc3ccc(C(=O)O)cc3)CC(=O)N2Cc2cccs2)cc1 (configuration not stated)	2	0	-7	61*	7	-0.2	2	-50	-18	0
COc1ccc(CNC(=O)COC(=O)CC(NC(N)=O)c2ccc(Cl)cc2)cc1OC (configuration not stated)	-3	-1	-6	2	5	-1.3	-10	-6	4	-1
CC1CN(c2ncnc3c2oc2ccccc23)CC(C)O1 (configuration not stated)	-1	1	-7	2	5	1.2	3	11	6	-1
Nc1ccc2oc(C3CCCCC3)nc2c1	-2	-6	-11	-3	-1	0.9	0	21	5	18
Cc1cccc(N(CC(=O)NC(C)(C)C)C(=O)CCC(=O)Nc2ccccn2)c1	0	-5	-6	-11	-7	0.3	-5	2	3	2
COc1cccc(NC(=O)N(C2CCCCC2)C(C)c2cccs2)c1 (configuration not stated)	-1	0	4	-1	2	-1.9	-1	1	0	-1
CCN(CC)C(=O)C1=C(C)N(CCCOC)C(=O)C(CC(=O)NC(c2ccccc2)c2ccccc2)C1 (configuration not stated)	-3	-2	4	-2	-3	-1.1	-2	0	9	1
Cc1ccc2c(c1)C(c1ccccc1)N(C(=O)c1ccccc1[N+](=O)[O-])CC(=O)N2 (configuration not stated)	6	5	1	0	2	-1.2	10	-4	-1	-7
CCCCSCCCNC(=S)Nc1ccccc1C	2	5	16	-5	-2	-0.9	-8	0	5	-9
C/C(NCCc1ccccc1)=C1/CCOC1=O	0	2	-2	1	-3	-3.9	9	-2	2	-4
S=C(Nc1cccc2ccccc12)NN1CCOCC1	3	0	2	4	-1	0.2	-5	5	6	-1
CC(NC(=O)Cn1cc(C(F)(F)F)cc(Cl)c1=O)c1ccccc1 (configuration not stated)	4	2	-2	1	6	-1.6	15	5	0	-1
O=C(NN=Cc1ccco1)c1cccnc1	-1	-1	3	1	·	·	0	6	·	-1
CN(C)C(=O)N1CCN(C(=O)[C@@H](Cc2ccccc2)NC(=O)[C@H]2O[C@@H](n3ccc(N)nc3=O)[C@H](O)[C@@H]2O)CC1	-7	4	1	2	-2	-2.3	9	-3	·	1
COc1ccc(C=O)cc1COc1ccc(F)cc1F	4	-1	6	8	4	-0.8	4	-3	-21	-1
CCN(c1ccccc1)S(=O)(=O)c1ccc(OC)c(NC(=O)CN2C(=O)NC(C)(C)C2=O)c1	-1	0	1	3	0	0.6	9	-3	-2	-2
Cc1ccc(CN2CCN(CC(=O)N/N=C/c3ccc(C)o3)CC2)cc1	-3	0	8	-9	-6	-1.4	-7	-1	1	-1
CCCCN(C(=O)C(C)(C)Oc1ccc(Cl)cc1)c1c(N)n(CCC)c(=O)[nH]c1=O	5	-5	-3	1	3	1.5	-16	2	0	0
Cc1ccc(-c2csc(NC(=O)C3=NN(c4ccccc4)C(=O)CC3)n2)cc1	0	0	-3	8	0	1.8	7	-13	-9	-1
C=CCn1c(SCC(=O)Nc2ncc(Cc3ccc(Br)cc3)s2)nnc1-c1ccncc1	3	1	3	1	-9	2.6	4	9	-10	-6
CN[C@H]1C[C@H]2c3cc(Oc4ccccc4C)ccc3CCN2C(=O)[C@H]1[C@H](C)O	9	0	3	5	2	-1.1	-5	-1	·	-2
Cc1nc(SCC(=O)Nc2ccccc2Cl)oc1C	-1	-1	6	-5	-16	-0.2	-3	7	6	7
O=C(CCN1C(=O)c2ccccc2S1(=O)=O)Nc1ccc(Cl)cc1	-7	0	-1	-2	-4	0.7	-1	-1	-10	3
Nc1nc(NCC2CCCO2)nc(Nc2cccc(F)c2)c1[N+](=O)[O-] (configuration not stated)	-12	-4	-2	1	2	-0.1	-7	3	4	-2
O=C1C2CC=C(Cl)CC2C(=O)N1CN(Cc1ccco1)CN1C(=O)C2CC=C(Cl)CC2C1=O (configuration not stated)	2	3	0	2	-6	-0.2	-3	3	-4	1
CCC1CCCCN1CCCNC(=O)C(C)n1nc(C)c2sc3ccccc3c2c1=O (configuration not stated)	2	0	-5	4	2	-1.2	-5	1	4	-2
CCCCN(C(=O)CCn1c(=O)oc2ccccc21)c1ccccc1	-3	2	-5	-7	-1	-2.2	1	3	0	-1
O=S(=O)(Nc1ncnc2sccc12)c1cccc(F)c1	-5	-1	-1	5	-1	0.3	-4	6	9	8
Nc1nonc1-n1nnc(C(=O)N/N=C/c2ccccc2Cl)c1COc1ccc(F)cc1	8	1	-6	5	4	-2.2	15	-3	-11	0
O=C(Nc1nnc(-c2cccnc2)s1)c1cnc2ccccc2c1	-8	0	-9	14	·	·	4	-5	·	0
CCCC(=O)Nc1cc(C(=O)N(C)CC(OC)OC)ccc1S(=O)(=O)c1ccc(C)cc1	-3	-1	6	-5	4	-1.0	2	-1	1	0

Among those listed so far, 2 contain a CF3 group.
SMILES	NR1D1 modulator	LEDGF integ inh	SIAE primary	rCAG RNA binder	TCR CD3 inh	PG9 Ab binder	TDP2 inh	ABHD4 inh	HTRA1 inh	PRMT1 inh
CC(=O)c1cccc(OCC(=O)N2CCN(c3ccc(C(F)(F)F)cn3)CC2)c1	-2	-3	-1	-1	8	-0.1	-6	4	2	0
CC(NC(=O)Cn1cc(C(F)(F)F)cc(Cl)c1=O)c1ccccc1 (configuration not stated)	4	2	-2	1	6	-1.6	15	5	0	-1

Screens deposited in PubChem by several laboratories.
